# Pemphigus Ab inh: inhibitors of pemphigus antibody binding to human desmoglein-3 | P32926 | DSG3-coupled beads, scFv-anti-DSG3-GFP binding, flow cytometry; active compounds read low | binding (percent of control), % at 10 µM | actives 0.48% (n = 310,000) | AID 588358;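 active = binding more than 3 SD below its plate's average and above zero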;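 also: hits lower antibody fragment binding to DSG3; some compounds called inactive have numbers as strong as hits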
# C-LANA FP: blocks KSHV LANA C-terminal domain binding to DNA | MBP-C-LANA/FAM-LBS DNA binding, fluorescence polarization | inhibition, % at 9 µM | actives 0.078% (n = 340,000) | AID 504423;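 active = highest replicate inhibition at or above 60% at 9 µM, even if other replicates fall short; inactive = all replicates below 60% inhibition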;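 also: 0% = neutral control wells and 100% = 4 µM acridine orange control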
# DAGLB inh: blocks human DAGLB lipase activity. AID 504411. HEK293T DAGLB membrane lysate, EnzChek fluorogenic substrate. actives 0.059% (n = 340,000). Q8NCG7. inhibition, % at 5.17 µM; in the data active = inhibition above about 34%;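 also: 0% = enzyme with vehicle and 100% = wells lacking enzyme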
# CAL PDZ FP-1: CAL PDZ (human) peptide binding inhibition. AID 602252. actives 0.92% (n = 300,000). Q9HD26. inhibition, % at 24.9 µM. purified CAL PDZ, TMR-peptide fluorescence polarization, 1 h;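 active = mean inhibition of at least 30% with at least half of replicates also reaching 30%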;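 also: 0% = DMSO neutral control and 100% = excess unlabeled competitor peptide PRC23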
# NSD2 HMT inh: inhibitors of human histone methyltransferase NSD2 | O96028 | NSD2 peptide methylation, AlphaScreen, 120 min | inhibition, % at 12.5 µM | actives 0.54% (n = 310,000) | AID 743445; in the data active = inhibition above about 50%
# CAL PDZ FP-2: inhibitors of human CAL PDZ peptide binding; Q9HD26; AID 504414; purified CAL PDZ, TMR-peptide fluorescence polarization, 1 h; actives 0.02% (n = 330,000); inhibition, % at 20 µM;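 active = highest replicate inhibition of at least 40%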;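 also: plate controls were DMSO neutral control wells for no effect and unlabeled competitor peptide control wells for full effect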
#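 material = purified tagged CAL PDZ domain construct (CerCALP) | buffer or medium = sodium phosphate/NaCl buffer pH 7.4 with TCEP, IgG, Thesit | reagent = TMR-labelled reporter peptide T*-PRC34 bound in PDZ groove | incubation = 1 h room-temperature incubation prior to read | measured by = fluorescence polarization (mP) | evaluation = percent inhibition from loss of millipolarization | control set = unlabelled peptide and DMSO controls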
# Keap1 Nrf2 FP: Keap1-Nrf2 (human) interaction inhibition. Q14145. actives 0.15% (n = 340,000). Keap1 Kelch-Nrf2 peptide fluorescence polarization, 1536-well. inhibition, % at 9.4 µM. AID 504523; in the data active = inhibition above about 12%;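 also: human Keap1 Kelch domain with fluorescein labeled Nrf2 9mer peptide probe; 0% = neutral control wells and 100% = peptide positive control; higher means more block of Keap1 binding to Nrf2 peptide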
# Target sequence (Q14145 whole entry, looked up, the tested form may be a part): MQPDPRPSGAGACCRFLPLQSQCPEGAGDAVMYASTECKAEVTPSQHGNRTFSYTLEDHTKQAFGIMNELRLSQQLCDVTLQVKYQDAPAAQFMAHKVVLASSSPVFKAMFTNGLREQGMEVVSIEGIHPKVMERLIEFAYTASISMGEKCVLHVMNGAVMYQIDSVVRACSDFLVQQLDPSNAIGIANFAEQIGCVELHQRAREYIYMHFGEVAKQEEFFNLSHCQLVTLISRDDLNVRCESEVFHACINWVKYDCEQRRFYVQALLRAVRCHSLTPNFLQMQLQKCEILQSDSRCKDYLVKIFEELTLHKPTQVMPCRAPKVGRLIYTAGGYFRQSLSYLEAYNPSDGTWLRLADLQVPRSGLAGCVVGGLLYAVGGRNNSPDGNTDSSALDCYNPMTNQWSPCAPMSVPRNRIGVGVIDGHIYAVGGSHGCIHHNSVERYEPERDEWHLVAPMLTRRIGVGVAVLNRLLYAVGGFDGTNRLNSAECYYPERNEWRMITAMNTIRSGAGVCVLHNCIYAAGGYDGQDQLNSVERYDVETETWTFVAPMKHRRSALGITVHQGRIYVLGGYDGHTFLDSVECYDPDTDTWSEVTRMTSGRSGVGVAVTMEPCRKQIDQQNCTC
# RTF Ca sens inh: cardiac RTF calcium desensitization | P19429+P45379 | IANBD-labeled cardiac RTF, Ca2+ fluorescence | inhibition, % at 7.15 µM | actives 0.12% (n = 340,000) | AID 493244;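 active = inhibition above the mean inhibition of all tested compounds plus 3 SD, cut at about 17% in these data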;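 also: assay run at fixed EC70 calcium of 1.6 mM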
# V-ATPase pH: alters yeast V-ATPase proton transport; S. cerevisiae, pHLuorin cytosolic pH fluorescence; response, % at 10 µM; actives 0.37% (n = 350,000); AID 504577; in the data active = response mostly above about 7.3%, no sharp cut-off; inactive = mostly below about 5.4%; also: actives read high; inactives centre near 0; some compounds called inactive have numbers as strong as hits
# Arrestin-AP2 inh: human beta-arrestin and AP2 interaction inhibition. FITC-arrestin peptide / GST-AP2 beads, flow cytometry; AP2 beta2 appendage carries R879A mutation. inhibition, % at 10 µM. actives 0.31% (n = 340,000). AID 504490;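 active = inhibition above a set limit, near 3 SD of compounds lacking own fluorescence, cut at about 54% in these data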;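 also: plate controls were DMSO wells for no effect and 5 µM unlabelled arrestin peptide for full effect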
#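 system = GST-tagged AP2 beta2-adaptin appendage (R879A) on 4 µm glutathione beads | reagent = FITC-labelled arrestin peptide probe, 50 nM final | schedule = compound with beads 12 min RT, then probe 1 h RT | signal = HyperCyt-sampled flow cytometry, FL1 channel, ex 488/em 535 nm | read-out = percent response from loss of bead-bound FITC fluorescence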
# Active calls of the source: *; . = no result given.
# Screens in order: Pemphigus Ab inh	C-LANA FP	DAGLB inh	CAL PDZ FP-1	NSD2 HMT inh	CAL PDZ FP-2	Keap1 Nrf2 FP	RTF Ca sens inh	V-ATPase pH	Arrestin-AP2 inh
COC(=O)[C@]1(CC(C)C)N[C@H](c2ccc(-c3ccc(C(C)=O)cc3)cc2)[C@@H]2C(=O)N(C)C(=O)[C@@H]21
    101	-1.4	1	-5	.	0.0	-1	1	5	9
Cc1ccccc1C(=O)NNC(=O)C1CC(=O)N(Cc2ccccc2)C1 (stereo not given)
    104	0.6	2	-3	.	-1.5	-4	4	0	9
CCOc1ccc(NC(=O)CNC(=O)c2cccs2)cc1
    104	-0.4	-1	.	-2	-1.4	-1	-6	-4	36
Cc1ccccc1-c1nnc(SCC(=O)Nc2ccc3c(c2)OCCO3)n1N
    99	-0.2	-2	-4	1	-0.1	-1	1	-3	25
CSCC[C@H](NC(=O)[C@@H]1Cc2ccccc2CN1)C(=O)NC(C)c1ccccc1 (stereo not given in full)
    102	-0.4	-4	-4	3	-1.8	-2	-8	-3	-9
O=C(Nc1ccc2c(c1)OCCO2)c1c[nH]c(=O)n(-c2ccc(F)c(Cl)c2)c1=O
    .	2.5	5	-2	2	-2.5	4	-1	-2	-13
CCOC(=O)/C(C)=N/NC(=O)c1cccc([N+](=O)[O-])c1
    83	-0.9	-2	-4	1	-2.6	5	-3	2	-9
CC(=O)c1ccc(N(C(=O)c2csnn2)C(C(=O)NC2CCCC2)c2ccccc2)cc1 (stereo not given)
    102	-1.2	1	-2	-4	-0.2	1	-7	0	22
CC(SCc1ccccc1)C(=O)Nc1ccccc1 (stereo not given)
    97	1.1	-1	.	-2	-3.5	-5	-9	-2	1
O=C(CN1CCOc2ccccc21)N1CCN(c2cccc(Cl)c2)CC1
    104	-0.5	-6	.	.	-2.6	-4	-9	3	22
CC(Oc1cc2oc(=O)c3c(c2cc1Cl)CCCC3)C(=O)NCc1cccnc1 (stereo not given)
    99	0.4	-1	-1	-1	-0.7	-2	-8	1	12
COc1ccc(CCOC(=O)c2cccc(NC(C)=O)c2)cc1
    105	-0.5	-6	0	-1	-2.5	-2	-6	5	9
COc1ccc(CCNC(=O)c2ccc(CN3CCOCC3)cc2)cc1
    95	-0.4	1	2	.	-2.3	-1	8	2	6
COc1ccc2c(c1)CC(C(=O)Nc1ccc(Cl)cc1)/C(=N/O)O2 (stereo not given)
    109	0.3	-5	-2	2	-0.8	0	-3	0	3
C=CCn1c(SCc2c(C)noc2C)nnc1C1COc2ccccc2O1 (stereo not given)
    100	0.4	-7	-6	1	-0.9	2	8	3	16
CCC(C)NC(=O)Nc1ccc2c(c1)N(C)C(=O)c1ccccc1S2 (stereo not given)
    102	2.6	1	-8	-1	-0.7	-1	-6	-1	17
O=C(c1ccccc1N(Cc1ccccc1)S(=O)(=O)c1ccccc1)N1CCOCC1
    105	-0.8	1	-4	1	-2.5	-2	-17	2	7
Cc1ccc(NC2=C(Cl)C(=O)OC2OC(=O)c2ccc(C)cc2)cc1 (stereo not given)
    100	2.6	1	-1	-1	-1.0	2	0	3	10
O=C(/C=C/c1ccccc1)NNC(=O)c1cccc(Cl)c1
    99	0.9	-4	.	-2	-0.7	3	0	0	11
OC(COc1ccc(Cl)cc1)CN1CCN(c2ccccn2)CC1 (stereo not given)
    .	1.6	0	-4	0	0.1	2	1	-7	-2

# Continuation:
# Screens in order: Pemphigus Ab inh	C-LANA FP	DAGLB inh	CAL PDZ FP-1	NSD2 HMT inh	CAL PDZ FP-2	Keap1 Nrf2 FP	RTF Ca sens inh	V-ATPase pH	Arrestin-AP2 inh
CCC(C)NC(=O)c1ccccc1NC(=O)CN(c1cc(C)ccc1OC)S(C)(=O)=O (stereo not given)
    101	-1.3	-2	-7	1	-0.8	0	-9	3	-1
CCOc1ccc(NC(=O)c2ccccc2NC(=O)CN2CCCCCC2)cc1
    107	1.0	-5	1	-2	-3.3	0	-10	5	30
COC(=O)c1nn(-c2ccccc2)c(=O)cc1Oc1ccccc1
    103	-1.4	0	-5	0	-0.3	-2	-1	3	0
COCCN1Cc2cccc(C(=O)Nc3c(C)cccc3C)c2C1=O
    111	0.3	-1	.	-3	-0.4	2	-4	-2	31
COc1ccc(S(=O)(=O)N(C)C[C@H]2Oc3ccc(NC(=O)c4ccncc4)cc3C(=O)N([C@H](C)CO)C[C@@H]2C)cc1
    97	-2.4	-2	-3	.	0.0	-4	-7	1	10
COc1ccccc1-c1sc2cc3c(cc2c1C#Cc1ccccn1)OCO3
    103	2.1	-3	-6	.	-1.0	4	-12	2	19
COc1ccc(/C=C/C(=O)c2ccccc2O)cc1CN1CCOCC1
    111	-0.5	1	3	3	-0.3	-4	-3	1	-2
CCC(Oc1ccccc1)C(=O)N(Cc1ccccc1)c1ccccn1 (stereo not given)
    100	-2.2	-2	-1	-5	-0.4	-4	-1	-5	0
CC(=O)OCCNc1cc(SCc2ccco2)c2nonc2c1[N+](=O)[O-]
    98	0.0	2	0	17	1.1	3	-12	1	5
Cc1ccc(-n2c(Cc3ccccc3)n[nH]c2=S)cc1
    104	0.3	3	.	18	-1.0	1	-4	0	-19
Cc1ccc(NC(=O)COC(=O)CN2CCSC2=O)cc1Cl
    107	.	0	.	11	.	.	.	1	.
COc1ccc(C2C3=C(CC(C)(C)CC3=O)Nc3c2c(=O)[nH]c(=O)n3Cc2ccccc2)cc1OC (stereo not given)
    98	1.0	2	6	2	-1.4	2	-2	-2	0
c1ccc(Nc2nc(Nc3ccccc3)nc(N3CCNCC3)n2)cc1
    113	-1.0	1	-2	3	-1.2	-2	5	-2	6
Cc1cc(C)nc(SCC(=O)N/N=C/c2ccc3c(c2)OCO3)n1
    101	0.4	2	6	1	-0.7	3	-2	-6	11
OCC[C@@H]1C[C@@H](O)[C@H](O)[C@@]2(CCCCO2)O1
    104	0.1	2	-11	.	0.0	3	-14	-4	4
Nc1nonc1-n1nnc(C(=O)N/N=C/c2ccccc2Cl)c1-c1ccccc1
    99	-0.2	-2	0	-3	0.2	-4	2	-3	23
O=C(NCCO)c1ccc2c3n(nc2c1)-c1ccccc1CO3
    105	0.2	1	-4	.	-1.8	6	-2	-3	12
COc1ccccc1N/C(=N/S(=O)(=O)c1ccc(C)cc1)c1ccccc1
    116	1.3	0	3	9	-0.4	1	-8	-2	-5
O=C(O)Cc1ccc(NS(=O)(=O)c2ccc3ccccc3c2)cc1
    89	1.8	-2	-5	1	-1.0	-3	1	2	4
COc1ccc(C(=O)O/N=C(\N)c2cccc(C)c2)cc1OC
    98	5.3	-5	0	-1	-1.8	-8	-10	5	-17

# Next part.
# Screens in order: Pemphigus Ab inh	C-LANA FP	DAGLB inh	CAL PDZ FP-1	NSD2 HMT inh	CAL PDZ FP-2	Keap1 Nrf2 FP	RTF Ca sens inh	V-ATPase pH	Arrestin-AP2 inh
Cc1ccc(C2CN(CCC(N)=O)C(=O)CO2)cc1 (stereo not given)
    101	0.7	0	3	.	-0.2	3	-14	-5	22
OCCC1CN(Cc2cnc(N3CCCC3)s2)CCN1C1CCCC1 (stereo not given)
    .	1.3	0	2	1	-0.4	1	1	-1	-6
CCCCC1SC(N)=NC1=O (stereo not given)
    95	-3.4	-2	-4	-1	-0.1	2	2	0	37
CN(CC(=O)Nc1ccc(F)cc1)C(=O)c1ccncc1
    90	-2.0	2	-5	1	0.1	-1	-4	3	0
C/C(=N\Nc1cc(N2CCCCC2)nc(C)n1)c1ccc(Br)cc1
    115	-6.8	-14	3	5	2.3	1	4	6	25
Cc1cccc(NC(=O)CSc2nnc(-c3ccncc3)n2C)c1
    103	-6.5	3	0	14	-1.1	-1	3	-3	15
CCC1(c2ccc(F)cc2)NC(=O)N(CC(=O)N2c3ccccc3CC2C)C1=O (stereo not given)
    102	-1.3	-1	-3	14	0.4	0	-6	1	12
Cc1ccccc1N(C(=O)c1snc(C(N)=O)c1N)C(C(=O)NC1CCCC1)c1ccco1 (stereo not given)
    105	2.3	-1	-11	.	-1.3	2	3	1	26
O=C(Cn1c(-c2ccccc2Cl)nc2ccccc21)Nc1cccc(Cl)c1
    94	1.3	0	-3	-3	1.5	-1	-13	-2	2
O=C(COC(=O)C1CCN(S(=O)(=O)c2cccs2)CC1)Nc1ccc(F)cc1Cl
    92	-1.0	-5	-4	0	-2.1	3	-8	5	23
Cc1ccc(CN(C(=O)COc2ccc(C)c(C)c2)C2CCS(=O)(=O)C2)o1 (stereo not given)
    .	0.2	-4	-1	6	-2.0	-3	0	5	-3
CCOC(=O)c1c(NC(=O)C(C)Sc2cn(C)c3ccccc23)sc2c1CCC2 (stereo not given)
    102	0.7	-6	4	.	-0.1	4	-4	-6	4
CCOc1ccc(C(=O)Oc2cc(C)[nH]c(=O)c2[N+](=O)[O-])cc1
    97	-0.5	-3	.	.	0.3	5	4	3	-6
COc1ccc(NS(=O)(=O)N2CCCCC2)cc1
    95	1.8	0	-1	1	-1.4	-3	-3	3	-1
COc1cc(=O)[nH]c(SCC(=O)Nc2nc3c(s2)CCCC3)n1
    .	-0.9	2	.	3	-0.5	-1	3	0	-11
O=C(Cc1cccs1)Nc1nc(-c2ccc(F)cc2F)cs1
    101	0.0	-8	.	1	-1.0	-7	4	-1	7
CC(C)c1ccc(OCC(=O)Nc2ccncc2)cc1
    103	2.0	-1	-4	-1	.	-3	-14	2	9
O=C(CN(c1ccc(F)cc1)S(=O)(=O)c1ccc2c(c1)OCCO2)Nc1cccnc1
    115	2.5	-5	.	3	-0.2	-2	-7	6	-2
Cc1ccc(NC(=O)c2ccc(OC(F)(F)F)cc2)cc1S(=O)(=O)N(C)C
    95	0.1	-4	-3	-1	-1.8	0	12	4	24
CSc1ccc(Cl)c(C(=O)N2CCOc3ccccc32)c1
    103	-2.5	-7	-1	-1	-0.5	-3	-6	4	31

# (cont.)
# Screens in order: Pemphigus Ab inh	C-LANA FP	DAGLB inh	CAL PDZ FP-1	NSD2 HMT inh	CAL PDZ FP-2	Keap1 Nrf2 FP	RTF Ca sens inh	V-ATPase pH	Arrestin-AP2 inh
CCn1c(Sc2ccc([N+](=O)[O-])cn2)nnc1-c1ccco1
    93	1.1	0	-2	5	-1.7	-8	-17	0	-8
CCCCNC(=O)CCc1nc2cccnc2n1Cc1ccc(OC)cc1
    96	0.9	-1	-1	.	-0.6	-3	11	0	18
CC(C)OC(=O)CC12CN(C)CC(CC(=O)OC(C)C)(CN(C)C1)C2=O
    105	-1.2	-4	-4	0	1.1	-2	-5	-1	3
COc1cc2ccccc2cc1C(=O)NC(=S)Nc1nnn(C)n1
    -8.3*	0.5	1	3	-2	-5.6	-10	-4	2	16

# Single values from the results shown:
# Under RTF Ca sens inh, `CCCCNC(=O)CCc1nc2cccnc2n1Cc1ccc(OC)cc1` is listed with 11
# Under RTF Ca sens inh, `CC(C)OC(=O)CC12CN(C)CC(CC(=O)OC(C)C)(CN(C)C1)C2=O` is listed with -5

# Bioassay records (PubChem BioAssay)

# These rows are one share of the data; rates above refer to the full screens.
